KB-V1 cytotox: kills drug-selected multidrug resistant KB-V1 cells; KB-V1 MDR cells viability, CellTiter-Glo, 72 h; Potency, µM (series often up to 46.1 µM), without a hit: at the highest dose activity change, negative = cytotoxicity, most hits filed as cytotoxic; 400,000 compounds, 3.4% hits; also: potency is read from the fitted curve at half-maximal effect; % is scaled to controls: 0 for no effect and ±100 for the full control effect; nearly all actives have a fitted effect of over 60% in size
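Compound-treated KB-V1 multidrug-resistant cells, 72 h, 37 degrees C; viability by CellTiter-Glo. Fitted qHTS curves give the values.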
HT1080 IDH1KD tx: kills HT-1080 cells with IDH1 knockdown | HT-1080 IDH1 knockdown viability, ATP luminescence, 48 h | Potency, µM (highest dose often 46.1 µM), inactives show at the highest dose activity, negative = toxicity, actives largely listed as cytotoxic | 360,000 compounds, 2% hits | AID 686971;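 also: potency is read from the fitted curve at half-maximal effect; 0% = DMSO wells and -100% = cell-free medium wells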
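Knockdown cells (IDH1KD HT-1080) received compounds 2 h after plating at 750 cells/well and were kept 48 h at 37 °C in 5% FBS RPMI. A CellTiter-Glo luminescence read gave % activity for curve fitting.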
ATXN2 expr inh: inhibitors of ATXN2 expression; HEK-293 ATXN2-luciferase reporter, luminescence, 24 h; Potency, µM (series often up to 57 µM), for the others: at the highest dose activity change, negative = inhibition, most hits filed as inhibitors; 360,000 compounds, 0.72% hits; also: potency is read from the fitted curve at half-maximal effect; % is scaled to controls: 0 for no effect and ±100 for the full control effect; nearly all actives have a fitted effect of over 55% in size
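ATXN2-luciferase reporter cells (luciferase flanked by upstream and downstream ATXN2 gene portions) were treated 24 h at 37 °C with compounds at up to 57 uM. SteadyGlo luminescence gave expression; GF-AFC fluorescence gave viability.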
MCF10A rereplic: induces DNA re-replication in MCF 10a normal breast cells; 350,000 compounds, 2.9% hits; Potency, µM (doses to about 46.1 µM), for the others: at the top dose activity, positive = re-replication, hits mostly activators; MCF 10A DNA re-replication, Hoechst nuclear intensity, 48 h; also: potency is read from the fitted curve at half-maximal effect; % of control where 0% means no effect; nearly all actives have a fitted effect of over 50% in size
IL1B secr inh: inflammasome signaling inhibition, IL-1 beta readout; THP-1 LPS/ATP IL-1B secretion, AlphaLISA, 16 h; active compounds read low; activity change, % at 57.5 µM; 360,000 compounds, 4.7% hits; in the data active = activity change below about -50%; inconclusive = mostly about -30% to -49%; also: % is scaled to controls: 0 for no effect and ±100 for the full control effect
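THP-1 cells pretreated 1 hr with compounds (up to 57.5 uM final), then stimulated with LPS (250 ng/mL final) plus ATP (1.25 mM final); secreted IL-1B measured by AlphaLISA after 16 hr, decreased signal indicating inhibition.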
HT1080NT lethal: kills 2HG-producing HT-1080-NT fibrosarcoma cells; 360,000 compounds, 1.6% hits; HT-1080-NT fibrosarcoma viability, CellTiter-Glo ATP luminescence, 48 h; Potency, µM (highest dose often 46.1 µM), for the others: at the highest dose activity, negative = less viability, most hits filed as cytotoxic;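 also: NT is the 2HG producing partner of a matched IDH1 knockdown line; potency is read from the fitted curve at half-maximal effect; 0% = DMSO-treated cells and -100% = media-only wells without cells; nearly all actives have a fitted effect of over 55% in size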
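Luminescent CellTiter-Glo readout after 48 hours of compound exposure at 37 degrees C defined viability of HT-1080-NT cells. Activity was normalized to DMSO wells and cell-free media wells; concentration-response curves were fitted and assigned curve classes.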
WRN inhibitor: blocks human WRN helicase; Q14191; WRN helicase unwinding, fluorescent forked duplex, kinetic; Potency, µM (series often up to 114 µM), inactives show top-dose activity change, negative = inhibition, actives largely listed as inhibitors; 360,000 compounds, 0.46% hits; also: potency is read from the fitted curve at half-maximal effect; % is scaled to controls: 0 for no effect and ±100 for the full control effect; nearly all actives have a fitted effect of over 55% in size
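Screening of the MLSMR collection measured strand separation of a quenched forked DNA duplex (100 nM) by 20 nM WRN with 2 mM ATP, all final. Compounds were preincubated with enzyme 15 min at room temperature.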
KB-3-1 cytotox: kills parental KB-3-1 adenocarcinoma cells | KB-3-1 viability, CellTiter-Glo ATP luminescence, 72 h | Potency, µM (titrated, usually from 46.1 µM), inactives show at the highest dose activity change, negative = cytotoxic, actives largely listed as cytotoxic | 400,000 compounds, 1.4% hits | AID 1347075; also: potency is read from the fitted curve at half-maximal effect; % is scaled to controls: 0 for no effect and ±100 for the full control effect; nearly all actives have a fitted effect of over 60% in size
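Using CellTiter-Glo luminescence, growth of non-resistant KB-3-1 adenocarcinoma cells is assessed 72 h after pin-tool compound addition at 37 °C. Normalized responses across the concentration series yield fitted curves.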
SW480 rerep: induces DNA re-replication in SW480 colon adenocarcinoma cells. SW480 DNA re-replication, Hoechst DNA content imaging, 48 h. Potency, µM (titrated, usually from 46.1 µM), without a hit: at the highest dose re-replication activation, actives largely listed as activators. 340,000 compounds, 1.8% hits; also: potency is read from the fitted curve at half-maximal effect; % of control where 0% means no effect; nearly all actives have a fitted effect of over 55% in size
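Treated cells incubate 48 hr (37 C, 5% CO2), are stained 40 min with Hoechst, and nuclear fluorescence is enumerated; a rise in nuclei with high DNA signal marks re-replication.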
* hit, by the source's call; ? = inconclusive; . = not tested or not shown; [ ] = remark or other dose. Unless noted, calls follow the shape of the dose curve; as a rule, active = well fitted curve in the direction sought with a large enough effect; inconclusive = small, poorly fitted or top-dose-only effect, or another doubt; inactive = no such curve, though single readings can be large; an effect the other way counts as inactive or inconclusive.

SMILES	KB-V1 cytotox	HT1080 IDH1KD tx	ATXN2 expr inh	MCF10A rereplic	IL1B secr inh	HT1080NT lethal	WRN inhibitor	KB-3-1 cytotox	SW480 rerep
CCOC(=O)CSCC(=O)Nc1nnc(-c2cccc([N+](=O)[O-])c2)s1	0%	10%	-27%	-3%	26	1%	0%	8%	-3%
CCOc1cccc(OCCNC2CCCC2)c1	-11%	-9%	-16%	?	0	-3%	-3%	-8%	15%
CCn1ncc(Br)c1C(=O)Nc1ccc(C(C)C)cc1	-22%	-11%	4%	?	-85*	-2%	-4%	0%	?
O=S(=O)(c1ccccc1)c1nc(-c2ccco2)oc1NCCCn1ccnc1	0%	-1%	2%	?	-14	-4%	-17%	21%	1%
COc1cc(SC)ccc1C(=O)NNC(=O)c1cc(C)oc1C	?	9.2µM*	-7%	?	-3	8.2µM*	-9%	?	0%
O=C(NN=Cc1cc(=O)[nH]c(=O)[nH]1)c1ccncc1	22%	-2%	-5%	3%	13	-1%	-5%	-8%	-4%
COc1ccc(S(=O)(=O)Nc2cccc3c2O[C@H](CN(C)C(=O)Nc2ccccc2)[C@@H](C)CN([C@H](C)CO)C3=O)cc1	-2%	8%	5%	-56%[inhibitor]	-2	3%	-2%	12%	-13%
CCCc1nc2ccccc2n1CCc1ccccc1	?	1%	-28%	15%	-6	-7%	-3%	-10%	1%
c1ccc(C2Nc3ccccc3-c3nc4ccccc4n32)cc1 (stereo not drawn)	-1%	-5%	38%[activator]	?	?	1%	-3%	?	24%
Cc1cccc2cn[nH]c12	0%	5%	.	0%	9	9%	11%	7%	0%
O=C(O)CN=C1NC2(CCCC2)Cc2ccccc21	19%	7%	-1%	831%[0.0737 µM]	-6	1%	-2%	-2%	0%
C/C(=N\OCc1ccc(C#N)cc1)c1cc2ccccc2o1	4%	0%	2%	8%	-28	-6%	-4%	6%	-5%
O=C(c1ccc([N+](=O)[O-])cc1[N+](=O)[O-])N1CCN(C(=O)C2CCCO2)CC1 (stereo not drawn)	?	-2%	3%	?	37	-5%	16%	-2%	?
CC1CCCN(CCSc2ccc(Cl)cc2)C1 (stereo not drawn)	-12%	2%	-1%	?	-21	2%	-26%	13%	-7%
CC1CCCC(NS(=O)(=O)c2ccc3c(c2)OCCO3)C1C (stereo not drawn)	-13%	-8%	-1%	6%	27	-8%	-9%	2%	-1%
COCCCNC(=S)NNC(=O)c1ccc2c(c1)OCO2	18%	11%	2%	2%	9	16%	0%	17%	-2%
CCOc1ccccc1NC(=O)C1CCN(c2nc(-c3ccc(OC)cc3)no2)CC1	0%	13%	?	-8%	6	2%	-2%	9%	-15%
Cc1ccc(NC(=O)CCC(=O)OCCCC(F)(F)C(F)(F)F)cc1	25%	10%	-19%	-2%	15	9%	-7%	6%	2%
O=C(Cn1cnc2c(nnn2-c2ccc(F)cc2)c1=O)NCC1CCCO1 (stereo not drawn)	-14%	11%	5%	-3%	4	12%	-2%	19%	-5%
COc1ccc(OC)c(-c2csc(NC(=O)COC(=O)C3CCC3)n2)c1	19%	6%	-9%	1%	-12	3%[9.24 µM]	-8%	28%	21%
OCCNC(=S)NCCc1ccccc1	3%	23%	15%	-4%	-2	24%	-14%	13%	?
COC(=O)c1ccc(CN(c2ccccc2OC)S(=O)(=O)c2cccs2)o1	-7%	-2%	-14%	0%	0	-3%	-26%	-15%	2%
COc1ccc([C@H]2[C@H]3C=CC[C@@H](C)[C@@H]3C(=O)N2Cc2ccccc2)cc1Cl	?	-2%	?	?	46	-26%	-5%	?	2%
Cc1ccc(OCC(=O)Nc2ccncc2)cc1C	-18%	-13%	.	.	24	-1%	-4%	-16%	.

Some values from the list:
`COc1ccc(S(=O)(=O)Nc2cccc3c2O[C@H](CN(C)C(=O)Nc2ccccc2)[C@@H](C)CN([C@H](C)CO)C3=O)cc1` in SW480 rerep is entered as -13%
`O=C(c1ccc([N+](=O)[O-])cc1[N+](=O)[O-])N1CCN(C(=O)C2CCCO2)CC1` (stereo not drawn) in ATXN2 expr inh is entered as 3%
`CC1CCCC(NS(=O)(=O)c2ccc3c(c2)OCCO3)C1C` (stereo not drawn) in IL1B secr inh is entered as 27
`CC1CCCN(CCSc2ccc(Cl)cc2)C1` (stereo not drawn) in HT1080 IDH1KD tx is entered as 2%

IL1B secr inh: hit marks shown above.
SMILES | IL1B secr inh | WRN inhibitor | SW480 rerep
CCn1ncc(Br)c1C(=O)Nc1ccc(C(C)C)cc1 | -85* | -4% | ?

Complete entries as entered above. Screens in order: KB-V1 cytotox, HT1080 IDH1KD tx, ATXN2 expr inh, MCF10A rereplic, IL1B secr inh, HT1080NT lethal, WRN inhibitor, KB-3-1 cytotox, SW480 rerep
Listed for OCCNC(=S)NCCc1ccccc1 = 3%, 23%, 15%, -4%, -2, 24%, -14%, 13%, ?
Listed for CCn1ncc(Br)c1C(=O)Nc1ccc(C(C)C)cc1 = -22%, -11%, 4%, ?, -85*, -2%, -4%, 0%, ?

Next compounds follow.
SMILES	KB-V1 cytotox	HT1080 IDH1KD tx	ATXN2 expr inh	MCF10A rereplic	IL1B secr inh	HT1080NT lethal	WRN inhibitor	KB-3-1 cytotox	SW480 rerep
CCC(=O)Nc1nc(-c2ccccc2)nc(SC)c1C(C)=O	-11%	-3%	14%	?	95	-8%	-6%	2%	-13%
Fc1ccc(NC(=S)NCc2ccc3c(c2)OCO3)cc1	-2%	4%	4%	12%	-20	1%	-8%	2%	-4%
Cc1ccc(S(=O)(=O)N2CCC(C(=O)Nc3ccc(S(=O)(=O)N4CCCC4)cc3)CC2)cc1C	-3%	-18%	0%	7%	5	-19%	-8%	-2%	17%
CN(C)/C=N/c1c(C#N)cnn1-c1nc2ccccc2s1	2%	7%	15%	-2%	2	2%	-2%	2%	-3%
CC1(C)CC(=O)C2=C(C1)Nc1ncnn1C2c1cccs1 (stereo not drawn)	?	5%	0%[11.3 µM]	0%	17	-3%	5%	16%	-7%
Cc1ccc([N+](=O)[O-])cc1S(=O)(=O)Nc1ccccn1	6%	5%	9%	4%	32	1%	-2%	8%	-11%
CN1N=C(C(=O)N2CCCC(Nc3ccc(F)c(F)c3)C2)CCC1=O (stereo not drawn)	.	6%	1%	2%	12	4%	-18%	.	-1%
CCCCCCSc1cc(-c2nc3cc(C)ccn3c2NC2CCCCC2)ccc1OC	-26%	6%	-38%	?	-21	1%	4%	?	-2%
Nc1nc(=O)n(C2CCCO2)cc1Br (stereo not drawn)	0%	-1%	0%	-1%	-10	20%	-12%	12%	-1%
Cc1cc(C)c2c(=O)[nH]c(=O)n(Cc3ccccc3)c2n1	13µM*	-3%	-6%	27%	13	0%	-34%	-10%	-9%
COc1ccc(-c2cc3c(=O)n(CC(=O)NC4CCN(Cc5ccccc5)CC4)ncn3n2)cc1	22%	1%	-3%	-2%	-1	1%	-5%	2%	-15%
COCCCN=C1NN=C(c2cc(C)n(-c3ccccc3F)c2C)CS1	1%	?	?	?	17	?	0%	7.3µM*	?
CS(=O)(=O)NN1C(=O)c2ccccc2NC1c1cccs1 (stereo not drawn)	1%	14%	-22%	2%	-2	12%	4%[57.1 µM]	2%	-2%
CCOC(=O)Nc1c(O)ccc2oc(C)c(-c3ccccc3)c12	5%	-7%	-2%	-9%	-21	-4%	-8%	-16%	3%
Cc1ccc(S(=O)(=O)NCc2ccccc2)cc1C(=O)NCC1CCCO1 (stereo not drawn)	-2%	1%	-3%	9%	13	0%	-14%	0%	-2%
CN(CC(=O)Nc1ccc(Cl)cc1)C(=O)c1cc(-c2cccs2)nn1-c1ccccc1	-10%	-26%	-10%	?	-13	-8%	-11%	-1%	?
COc1ccc2nc(C)cc(SCC(=O)N/N=C/c3ccco3)c2c1	-21%	-5%	34%	3%	-96*	-4%	-23%	1%	3%
CS(=O)(=O)N(CC(=O)N1CCN(C(c2ccccc2)c2ccccc2)CC1)C1CCCCC1	-7%	0%	.	12%	-15	-3%	-1%	-9%	-11%

Some of the entries so far, with each value named.
smiles: CN(CC(=O)Nc1ccc(Cl)cc1)C(=O)c1cc(-c2cccs2)nn1-c1ccccc1
  KB-V1 cytotox: -10%	HT1080 IDH1KD tx: -26%	ATXN2 expr inh: -10%	MCF10A rereplic: ?	IL1B secr inh: -13	HT1080NT lethal: -8%	WRN inhibitor: -11%	KB-3-1 cytotox: -1%	SW480 rerep: ?
smiles: COc1ccc2nc(C)cc(SCC(=O)N/N=C/c3ccco3)c2c1
  KB-V1 cytotox: -21%	HT1080 IDH1KD tx: -5%	ATXN2 expr inh: 34%	MCF10A rereplic: 3%	IL1B secr inh: -96*	HT1080NT lethal: -4%	WRN inhibitor: -23%	KB-3-1 cytotox: 1%	SW480 rerep: 3%

High-throughput results as filed in PubChem BioAssay.
